Assay outcomes deposited in PubChem BioAssay by National Center for Advancing Translational Sciences (NCATS).
IP6K1 inh – IP6K1 kinase inhibition; IP6K1 kinase, ADP-Glo luminescence, 2 h; hits give low values; activity change, % (series mostly up to about 58 µM); 140,000 compounds, 0.81% hits; AID 1645851; in the data active = activity change below about -25%
Target sequence (Q92551 whole entry, looked up): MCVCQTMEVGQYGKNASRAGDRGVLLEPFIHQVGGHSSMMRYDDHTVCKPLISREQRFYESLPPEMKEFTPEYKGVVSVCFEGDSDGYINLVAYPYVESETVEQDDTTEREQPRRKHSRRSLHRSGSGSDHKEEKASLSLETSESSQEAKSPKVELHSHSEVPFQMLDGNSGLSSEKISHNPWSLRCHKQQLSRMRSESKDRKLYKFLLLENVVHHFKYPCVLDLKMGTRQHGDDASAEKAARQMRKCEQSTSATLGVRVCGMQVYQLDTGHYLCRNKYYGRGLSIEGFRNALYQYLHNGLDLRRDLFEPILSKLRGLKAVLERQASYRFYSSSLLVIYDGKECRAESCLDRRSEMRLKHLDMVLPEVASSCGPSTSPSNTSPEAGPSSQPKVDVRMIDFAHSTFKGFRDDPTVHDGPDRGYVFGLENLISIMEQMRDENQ
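ADP-Glo luminescence measures ADP made by human IP6K1 during a 2 h RT reaction with ATP/IP6 (mix at 1.3 mM/130 uM); top library doses 57.5 and 19.1 uM final.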
SNCA expr inh – reduces expression of the alpha-synuclein gene | HEK-293 SNCA-luciferase knock-in, luminescence, 24 h | Potency, µM (doses to about 57.2 µM), inactives show at the highest dose activity change, negative = inhibition, hits mostly inhibitors | 140,000 compounds, 0.17% hits | AID 1671194;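 note: potency is the fitted concentration of half-maximal effect; plate controls were DMSO cells for no effect and cell-free wells for full effect; nearly all actives have a fitted effect of over 45% in size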
HEK cytotox – kills HEK 293 cells | HEK 293 viability, ATP luminescence (CellTiter-Glo), 48-72 h | Potency, µM (doses to about 115 µM), without a hit: top-dose activity change, negative = cytotoxicity, hits mostly inhibitors | 94,000 compounds, 6.6% hits | AID 1345083; note: potency is the fitted concentration of half-maximal effect; nearly all actives have a fitted effect of over 60% in size
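HEK 293 cells at 250 cells/well were exposed to compounds by pintool transfer for 48 or 72 hr at 37 degree Celsius, 5% CO2. Viability was read as ATP-coupled luminescence with CellTiter-Glo after 10 min at room temperature.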
GPT2 inhibitor – GPT2 alanine aminotransferase inhibition; 100,000 compounds, 0.25% hits; Potency, µM (highest dose often 57.7 µM), for inactives: at the top dose activity change, negative = inhibition, most hits filed as inhibitors; Q8TD30; Recombinant GPT2, coupled pyruvate oxidase/HRP Amplex Red fluorescence; note: potency is the fitted concentration of half-maximal effect; nearly all actives have a fitted effect of over 60% in size; many of its hits are not listed in these tables
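Inhibition is scored from Amplex Red fluorescence generated when pyruvate oxidase and HRP act on pyruvate released by GPT2. Reactions contain 10ng/uL enzyme, 250uM a-KG and 2mM L-alanine and run 30 min at room temperature.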
NIH3T3 tox – cytotoxic compounds in NIH 3T3 cells; AID 1345082; NIH 3T3 viability, CellTiter-Glo ATP luminescence, 48-72 h; Potency, µM (highest dose often 96.7 µM), for the others: top-dose activity change, negative = cytotoxicity, actives largely listed as inhibitors; 94,000 compounds, 4.3% hits; note: potency is the fitted concentration of half-maximal effect; nearly all actives have a fitted effect of over 55% in size
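NIH 3T3 cells at 400 cells/well received 23 nL of compound by pintool and were incubated 48 or 72 h at 37 °C. Viability was read as ATP-coupled CellTiter-Glo luminescence.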
SNCA viab count – counter-screen for SNCA expression inhibitors: cell viability | HEK-293-SNCA-luc viability, GF-AFC fluorescence, 24 h | Potency, µM (doses to about 57.1 µM), for inactives: top-dose activity change, negative = cytotoxicity, hits mostly cytotoxic | 150,000 compounds, 0.12% hits | AID 1671193;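 note: potency is the fitted concentration of half-maximal effect; 0% = DMSO-treated cells and -100% = medium-only wells without cells; nearly all actives have a fitted effect of over 30% in size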
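HEK-293-SNCA-luc cells (1500/well) plated 24 h, then exposed 24 h to a dilution series; GF-AFC added 30 min at 37C, fluorescence 405/540 nm; normalised to medium-only and DMSO wells, Hill fit.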
Luciferase inh – blocks purified firefly luciferase enzyme activity | P08659 | purified P. pyralis luciferase, luminescence, biochemical | Potency, µM (highest dose often 115 µM), inactives show top-dose activity change, negative = inhibition, most hits filed as inhibitors | 76,000 compounds, 2.5% hits | AID 1347043; note: potency is the fitted concentration of half-maximal effect; nearly all actives have a fitted effect of over 65% in size
Target sequence (P08659 whole entry, looked up): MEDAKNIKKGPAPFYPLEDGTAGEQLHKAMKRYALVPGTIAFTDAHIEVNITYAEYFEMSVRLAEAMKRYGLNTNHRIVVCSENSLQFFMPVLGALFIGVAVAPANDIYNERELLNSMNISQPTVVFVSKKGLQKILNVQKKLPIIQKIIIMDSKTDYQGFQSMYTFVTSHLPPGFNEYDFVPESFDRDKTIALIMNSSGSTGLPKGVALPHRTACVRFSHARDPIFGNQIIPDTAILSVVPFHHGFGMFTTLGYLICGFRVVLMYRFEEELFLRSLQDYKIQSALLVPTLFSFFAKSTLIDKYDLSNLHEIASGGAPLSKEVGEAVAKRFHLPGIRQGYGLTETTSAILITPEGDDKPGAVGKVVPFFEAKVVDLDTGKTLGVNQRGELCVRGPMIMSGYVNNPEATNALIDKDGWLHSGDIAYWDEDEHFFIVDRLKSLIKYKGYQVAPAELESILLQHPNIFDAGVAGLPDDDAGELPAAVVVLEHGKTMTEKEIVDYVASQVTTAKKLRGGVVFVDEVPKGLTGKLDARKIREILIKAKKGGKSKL
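Luminescence read by CCD imager after adding enzyme (10nM final) to wells holding compound, titrated in qHTS. Substrates 10uM each D-luciferin and ATP; buffer 50mM Tris acetate pH 7.5, 10mM Mg acetate, Tween-20, BSA.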
* hit, by the source's call; i = inactive; ? = inconclusive; nt = no result given; [ ] = dose if it differs, or a comment. Unless noted, calls come from the whole dose curve; as a rule, active = well fitted curve in the direction sought with a large enough effect; inconclusive = small, poorly fitted or top-dose-only effect, or another doubt; inactive = no such curve, though single readings can be large; an effect the other way counts as inactive or inconclusive. Unless noted, % is set by controls: 0 for no effect and ±100 for the full control effect.

(1) Cc1cc(F)ccc1NS(=O)(=O)c1c(C)nc2scc(C)n2c1=O
(2) CCOC(=O)c1cc(-c2ccccc2)n(CCC(=O)NCCc2ccc(OC)c(OC)c2)c1C
(3) Cc1c(C(=O)N[C@@H]2COCC[C@H]2Oc2ccc(C(N)=O)cc2)cnn1C
(4) O=C(c1ccccc1OCC1CCCN(C2CCCCC2)C1)N1CCOCC1 (configuration not stated)
(5) Cc1ncoc1C(=O)NCc1cc(Cl)cc2c(C)c(-c3ccccc3)[nH]c12
(6) Cc1cc(C)c(S(=O)(=O)NCCn2c(C)cnc2C2CC2)c(C)c1
(7) O=C(C1CCCC1)N1Cc2ccccc2CC2(CCN(CC3CCOCC3)C2)C1 (configuration not stated)
(8) O=C(CS(=O)(=O)c1cccc2nsnc12)N1CCN(c2ccc(F)cc2)CC1
(9) Cc1noc2c(N3CCOCC3)cc(-c3cccc(C(F)(F)F)c3)nc12
(10) Cc1onc(-c2cnn(C)c2NCc2ccccc2)c1C(=O)N1CCC(c2ccccc2)CC1

assay / entry	1	2	3	4	5	6	7	8	9	10
IP6K1 inh	25	6	-3	-1	2	-17	0	1	-6	9
SNCA expr inh	?	8%	2%	9%	-1%	26%	2%	-9%	4%[87.6 µM]	-3%
HEK cytotox	nt	nt	i	-12%	?	?	-23%	nt	?	?
GPT2 inhibitor	nt	nt	?	i	i[11.5 µM]	i	-4%	nt	-3%[88.5 µM]	-6%
NIH3T3 tox	nt	nt	-3%	-18%	?	?	4%	nt	?	?
SNCA viab count	-3%	-11%	-9%	-5%	-15%	0%	-7%	-15%	-16%[87.6 µM]	-6%
Luciferase inh	nt	nt	5%	0%	?	5%	nt	nt	1%[172 µM]	-1%

(11) Cc1ccc(NC(=O)c2sc3nc(-c4ccc(F)cc4)ccc3c2N)cc1F
(12) COc1cc2c(cc1NS(=O)(=O)c1ccc(Br)cc1C)n(C)c(=O)n2C
(13) O=C1CCCCCN1CC(=O)N1CCCC(OCc2ccccc2)C1 (configuration not stated)
(14) O=C(N[C@@H]1C[C@@H]2CO[C@H](c3ccccc3)C[C@@H]2C1)c1ccc2c(c1)OCCCO2
(15) O=C(Nc1ccc(F)cc1)c1oc2ccccc2c1NC(=O)C1CCCCC1
(16) CCCN1C(=O)Cc2cc(C(=O)O)ccc21
(17) Cc1ccc2oc(-c3ccc(NC(=O)c4oc5ccc(Cl)cc5c4C)cc3)nc2c1
(18) CCN(CC)C(=O)C(NC(=O)c1cccc(OC)c1)C1CCN(C(=O)c2ccc3c(c2)OCO3)CC1 (configuration not stated)
(19) Fc1ccc(-c2cnc3n2C[C@H](CNC2CCOCC2)OC3)cc1
(20) O=C1CCN(C(=O)CN2CCCCCC2)CCCC(c2nc(-c3ccccc3)no2)CCN1 (configuration not stated)

assay / entry	11	12	13	14	15	16	17	18	19	20
IP6K1 inh	-1	-11	2	3	-10	-13	-12	-3	8	6
SNCA expr inh	68%[activator]	nt	17%	nt	-11%	0%	7%	-2%	-11%[87.6 µM]	-88%
HEK cytotox	nt	nt	-4%	?	nt	10%	nt	-9%	-23%[172 µM]	-29%
GPT2 inhibitor	nt	?	1%	nt	nt	-6%	nt	i	-6%[88.5 µM]	i
NIH3T3 tox	nt	nt	-19%	-30%	nt	i	nt	?	?	-21%
SNCA viab count	?	-19%	-1%	nt	-3%	-3%	25%	-7%	4%[87.6 µM]	?
Luciferase inh	nt	nt	-13%	nt	nt	-4%	nt	-2%	-16%[172 µM]	2%

From entry 15 to 20, copied from above:
(15) O=C(Nc1ccc(F)cc1)c1oc2ccccc2c1NC(=O)C1CCCCC1
(16) CCCN1C(=O)Cc2cc(C(=O)O)ccc21
(17) Cc1ccc2oc(-c3ccc(NC(=O)c4oc5ccc(Cl)cc5c4C)cc3)nc2c1
(18) CCN(CC)C(=O)C(NC(=O)c1cccc(OC)c1)C1CCN(C(=O)c2ccc3c(c2)OCO3)CC1 (configuration not stated)
(19) Fc1ccc(-c2cnc3n2C[C@H](CNC2CCOCC2)OC3)cc1
(20) O=C1CCN(C(=O)CN2CCCCCC2)CCCC(c2nc(-c3ccccc3)no2)CCN1 (configuration not stated)

assay / entry	15	16	17	18	19	20
IP6K1 inh	-10	-13	-12	-3	8	6
SNCA expr inh	-11%	0%	7%	-2%	-11%[87.6 µM]	-88%
HEK cytotox	nt	10%	nt	-9%	-23%[172 µM]	-29%
GPT2 inhibitor	nt	-6%	nt	i	-6%[88.5 µM]	i
NIH3T3 tox	nt	i	nt	?	?	-21%
SNCA viab count	-3%	-3%	25%	-7%	4%[87.6 µM]	?
Luciferase inh	nt	-4%	nt	-2%	-16%[172 µM]	2%

New compounds follow:
(21) CN(C)c1ccc(C(=O)N2CCN3C(=O)c4cc(Br)ccc4NC(=O)[C@H]3C2)cc1
(22) Cc1ccc(C)c(NC(=O)C(=O)NCC(c2cccnc2)N2CCN(c3ccc(F)cc3)CC2)c1 (configuration not stated)
(23) COCc1nncn1C1CCN(S(=O)(=O)c2ccccc2)CC1
(24) O=C(C1CCCN1C(=O)c1ccc(F)cc1)N1CCC(N2Cc3cccn3C2=O)CC1 (configuration not stated)
(25) COc1cc(O)cc(/C=C/c2cccc(O)c2)c1
(26) O=C(C1CCCCC(=O)N1Cc1ccccc1)N1CCc2ccccc2C1 (configuration not stated)
(27) COc1ccc(CN2CCc3nc(SCC(=O)Nc4cc(C)cc(C)c4)[nH]c(=O)c3C2)cc1
(28) Clc1ccc(C2Cn3nnc(-c4nc(C5CCCCC5)no4)c3CO2)cc1 (configuration not stated)
(29) CCC1(O)CCC12CCN(C(=O)c1ccsc1)CC2 (configuration not stated)
(30) COc1ccc(C(=O)Nc2ccc(-c3cc4ccccc4oc3=O)c(C)c2)cc1Br

assay / entry	21	22	23	24	25	26	27	28	29	30
IP6K1 inh	1	15	13	4	-45*	11	8	0	13	-28*
SNCA expr inh	-5%	16%	-23%	-7%	nt	4%	21%	26%	6%	38%[activator]
HEK cytotox	i	nt	-2%	-12%	nt	?	nt	-25%	-22%	nt
GPT2 inhibitor	i	nt	i	-20%	i	4%	nt	?	i	nt
NIH3T3 tox	?	nt	-15%	-20%	nt	?	nt	?	-15%	nt
SNCA viab count	-5%	3%	-9%	-2%	-18%	-20%	-15%	15%	-11%	7%
Luciferase inh	-16%	nt	-7%	nt	nt	3%	nt	-21%	0%	nt

(31) CSc1nn(Cc2cccc(C)c2)c(N)c1S(=O)(=O)c1ccccc1
(32) CCOc1ccc(CCNC(=O)Cn2cccc2-c2nc(-c3ccccc3)no2)cc1OCC
(33) CC(=O)OCC1=C(C(=O)O)N2C(=O)[C@@H](NC(=O)CSc3ccncc3)[C@H]2SC1
(34) CC(C)NC(=O)NC[C@H]1OC[C@@H](NCc2cnc[nH]2)[C@@H]1O
(35) Cc1ccc(Cl)cc1N1CCN(c2ncnc3onc(-c4ccc(F)cc4)c23)CC1
(36) COc1ccc(N2CC(c3nc(-c4cc(OC)c(OC)c(OC)c4)no3)CC2=O)cc1Cl (configuration not stated)
(37) CCOC(=O)c1cccc(NC(=O)N[C@H]2CO[C@H]3[C@@H]2OC[C@H]3OC(=O)Nc2ccccc2)c1
(38) Cc1cc(C2CCC2)nc(N2CCN(C)C3(CCNC(=O)CC3)C2)n1 (configuration not stated)
(39) CCc1nc2ccc(C(=O)NCCc3ccc(SC)cc3)cc2nc1CC
(40) COc1cc(-c2cc3n(C)c(C)c(CCC(=O)Nc4ccc(F)cc4)c(=O)n3n2)cc(OC)c1OC

assay / entry	31	32	33	34	35	36	37	38	39	40
IP6K1 inh	36	35	-42*	9	41	38	-1	10	-8	-1
SNCA expr inh	?	7%	-22%[25.6 µM]	?	-5%	16%	-14%	15%	78%[activator]	-5%
HEK cytotox	nt	?	nt	-3%[172 µM]	nt	nt	?	3%	nt	nt
GPT2 inhibitor	nt	0%	-12%	1%[88.5 µM]	nt	nt	-30%	i	nt	nt
NIH3T3 tox	nt	-15%	nt	-3%[138 µM]	nt	nt	?	-2%	nt	nt
SNCA viab count	-24%	-2%	-21%[23.9 µM]	-9%[87.6 µM]	1%	-7%	-17%	2%	?	-6%
Luciferase inh	nt	0%	nt	-15%[172 µM]	nt	nt	-15%	0%	nt	nt

(41) Nc1ccn(C2CO[C@H](CO)O2)c(=O)n1 (some centres not stated)
(42) Cc1ccc(OCC(=O)N(Cc2ccco2)c2ccccn2)cc1
(43) CCC(CC)C(=O)N1CC[C@@H]2COCCN(Cc3cccnc3)[C@@H]2C1
(44) COc1ccc(CC(=O)N2CC3CC(C2)[C@H]2CCCC(=O)N2C3)cc1 (some centres not stated)
(45) CC1(C)OC(=O)CC(O)C2(C)C1CC(=O)C1(C)C2C(O)CC2(C)C(c3ccoc3)OC(=O)C3OC321 (configuration not stated)
(46) CCn1nccc1C(=O)N1C[C@@H](Oc2cccnc2)C[C@H]1C(=O)NCCOC
(47) COc1ccc(-c2ccccc2)cc1N1C(=O)[C@@H]2C[C@H]1CN2C(=O)[C@H]1CCCO1

assay / entry	41	42	43	44	45	46	47
IP6K1 inh	28	1	10	-2	3	11	-3
SNCA expr inh	4%	-16%	?	3%	nt	48%[activator]	50%[activator]
HEK cytotox	nt	nt	1%	14%	nt	-3%	-21%
GPT2 inhibitor	i	nt	i	0%	-20%[27.3 µM]	0%	i[11.5 µM]
NIH3T3 tox	nt	nt	-19%	i	nt	-8%	?
SNCA viab count	10%	-9%	0%	3%	-9%[23.9 µM]	8%	-15%
Luciferase inh	nt	nt	-9%	-1%	nt	0%	-3%

This is a random part of the collection; any-hit rate near 7.8%.
